NCI-60 one-dose screen, 48 h, at 10 µM unless noted. Numbers give growth in % (100 = growth as untreated, 0 = no growth, -100 = all killed).
SN12C – SN12C renal cancer cells | hit rate 3.8% among 81,000 | AID 1794767
U251 – U251 CNS tumor cells. AID 1794753. hit rate 5.4% among 80,000
PC-3 – PC-3 prostate cancer cells | hit rate 3.9% among 80,000 | AID 1794754
TK-10 – TK-10 renal cancer cells; AID 1794769; hit rate 3.9% among 81,000
SF-539 – SF-539 CNS cancer. hit rate 6.8% among 81,000. AID 1794752
DU-145 – DU-145 prostate cancer; hit rate 4.2% among 81,000
SF-295 – SF-295 CNS cancer cells | hit rate 5.6% among 79,000 | AID 1794758
786-0 – 786-0 renal cancer cells; hit rate 5.1% among 81,000
UO-31 – UO-31 renal cancer | hit rate 5.2% among 81,000 | AID 1794768
* = called active by the depositor; & = joins results of further samples. The calls were made as follows: active = growth percent below 10; inactive = the rest. Hits appear at their usual frequency; overall some 10% were active at least once.

How did CC(C)n1cc(C#N)c(N)n1 do in these assays?
SN12C: 105; U251: 97; PC-3: 95; TK-10: 104; SF-539: 101; DU-145: 119; SF-295: 96; 786-0: 104; UO-31: 93

Results for Cn1cccc1C(=O)C1C(c2ccc(F)cc2)C2CCCN2C12C(=O)Nc1ccccc12 (stereo not drawn) ?
SN12C: 97; U251: 94; PC-3: 90; TK-10: 141; SF-539: 101; DU-145: 103; SF-295: 98; 786-0: 97; UO-31: 82

How did COc1cc(-c2ccc(C)n2-c2ccc(-c3nc4cc(OC)c(OC)c(OC)c4s3)cc2)cc(OC)c1OC do in these assays?
SN12C: 81; U251: 85; PC-3: 76; TK-10: 120; SF-539: 91; DU-145: 103; SF-295: 80; 786-0: 79; UO-31: 50

What do the screens show for `COc1ccc(-c2cc(-c3ccc(OC)cc3)n(-c3ccc(-c4nnc(NCc5ccccc5)o4)cc3)n2)cc1`?
SN12C: 92; U251: 89; PC-3: 66; SF-539: 102; DU-145: 107; SF-295: 100; 786-0: 96; UO-31: 74

What do the screens show for `CCNC(C)(C)C(SSS)c1ccco1` (stereo not drawn)?
SN12C: 98; U251: 97; PC-3: 103; TK-10: 107; SF-539: 98; DU-145: 112; SF-295: 99; 786-0: 108; UO-31: 110

How did COc1ccc(-c2nc(SC(C)C)nc(Nc3ccc(/C(C)=N\NC(N)=S)cc3)c2C#N)cc1 do in these assays?
SN12C: 94; U251: 104; PC-3: 101; TK-10: 123; SF-539: 97; DU-145: 101; SF-295: 107; 786-0: 93; UO-31: 70

What do the screens show for `CC(=O)Oc1ccc(N=C2NC(=O)S/C2=C\N2N=C(c3ccc(F)cc3)CC2c2ccc(F)cc2)cc1` (stereo not drawn)?
SN12C: 109; U251: 93; PC-3: 93; TK-10: 112; SF-539: 95; DU-145: 106; SF-295: 101; 786-0: 100; UO-31: 81

Results for Nc1nc2ccccc2c(=O)[nH]1 ?
SN12C: 100; U251: 98; PC-3: 107; TK-10: 92; SF-539: 98; DU-145: 107; SF-295: 101; 786-0: 103; UO-31: 88

How did C=CC(=O)OCCOCc1ccccc1 do in these assays?
SN12C: 96; U251: 101; PC-3: 80; TK-10: 109; SF-539: 106; DU-145: 108; SF-295: 114; 786-0: 102; UO-31: 78

What do the screens show for `c1ccc(CSc2nnc(-c3cccs3)n2-c2ccccc2)cc1`?
SN12C: 108; U251: 92; PC-3: 87; TK-10: 115; SF-539: 104; DU-145: 101; SF-295: 97; 786-0: 94; UO-31: 76

How did COCCNc1nc2ccccc2c2c(=O)c3ccccc3sc12 do in these assays?
SN12C: 90; U251: 86; PC-3: 78; SF-539: 97; DU-145: 96; SF-295: 100; 786-0: 101; UO-31: 76

Results for CCN(CC)CCN[C@@H](c1ccccc1)[C@H](O)c1ccccc1 ?
SN12C: 101; U251: 107; PC-3: 93; TK-10: 103; SF-539: 96; DU-145: 107; SF-295: 95; 786-0: 102; UO-31: 82

How did CC(C)C1=CC2=C(C=O)C[C@@H]3[C@](C)(CCC[C@@]3(C)C(=O)OCC#CCN3CCOCC3)[C@H]2CC1 do in these assays?
SN12C: 96; U251: 73; PC-3: 56; TK-10: 98; SF-539: 78; DU-145: 105; SF-295: 66; 786-0: 90; UO-31: 62

Results for O=C(O)c1cc2ccccc2c2cc(Br)ccc12 ?
SN12C: 90&94; U251: 99&95; PC-3: 91&109; TK-10: 98&117; SF-539: 91&93; DU-145: 105&111; SF-295: 110&100; 786-0: 118&114; UO-31: 77&82

Results for O=C1c2ccccc2C(=O)c2sc(Nc3ccc(Cl)cc3)nc21 ?
SN12C: -80*; U251: 4.3*; PC-3: 2.2*; TK-10: 174; SF-539: 2.2*; DU-145: -78*; SF-295: 98; 786-0: 61; UO-31: 22

What do the screens show for `CC1CCCCN1CCOc1ccccc1Cc1ccccc1` (stereo not drawn)?
SN12C: 104; U251: 92; PC-3: 88; TK-10: 113; SF-539: 112; DU-145: 96; SF-295: 104; 786-0: 99; UO-31: 76

How did CCc1c(C)c2cc3c(oc(=S)n3C(C)C)c(C)c2oc1=O do in these assays?
SN12C: 96; U251: 101; PC-3: 97; TK-10: 91; SF-539: 98; DU-145: 95; SF-295: 97; 786-0: 96; UO-31: 76

Results for Cc1ccnc(Nc2nc3ccccc3[nH]2)n1 ?
SN12C: 104; U251: 103; PC-3: 101; TK-10: 113; SF-539: 98; DU-145: 123; SF-295: 102; 786-0: 94; UO-31: 104

Results for O=C1c2ccccc2CCC1[n+]1ccccc1 (stereo not drawn) ?
SN12C: 106; U251: 89; PC-3: 81; TK-10: 84; SF-539: 99; DU-145: 104; SF-295: 105; 786-0: 84; UO-31: 80

Results for C#CCOc1ccc(C(Nc2ccccc2)c2nnnn2C2CCCCC2)cc1 (stereo not drawn) ?
SN12C: 90; U251: 77; PC-3: 75; TK-10: 114; SF-539: 92; DU-145: 97; SF-295: 80; 786-0: 84; UO-31: 73

What do the screens show for `O=[N+]([O-])c1ccc(Nc2ccncc2)cc1`?
SN12C: 107; U251: 104; PC-3: 104; TK-10: 96; SF-539: 100; DU-145: 108; SF-295: 88; 786-0: 96; UO-31: 85

Results for COc1cc(-c2nc(NC(C)=O)sc2-c2ccnc(NCCCNS(=O)(=O)c3ccc(Cl)cc3)n2)ccc1Cl ?
SN12C: 67; U251: 77; PC-3: 31; TK-10: 59; SF-539: 74; DU-145: 67; SF-295: 49; 786-0: 66; UO-31: 63

What do the screens show for `O=c1[nH]cnc2c1C(c1ccccc1Cl)c1ccc3ccccc3c1O2` (stereo not drawn)?
SN12C: 94; U251: 107; PC-3: 88; TK-10: 102; SF-539: 96; DU-145: 109; SF-295: 110; 786-0: 102; UO-31: 63

What do the screens show for `Nc1ccc(N2C(=O)NC(=O)C(=O)C2=O)cc1`?
SN12C: 94; U251: 94; PC-3: 98; TK-10: 108; SF-539: 101; DU-145: 122; 786-0: 99; UO-31: 83

What do the screens show for `O=c1c2ccccc2nnn1Cc1ccco1`?
SN12C: 109; U251: 103; PC-3: 93; TK-10: 108; SF-539: 97; DU-145: 116; 786-0: 108; UO-31: 102

Results for S=c1[nH]nc(-c2cc(-c3ccncc3)n(-c3ccccc3)n2)n1-c1ccccc1 ?
SN12C: 107; U251: 111; PC-3: 101; TK-10: 107; SF-539: 113; DU-145: 117; 786-0: 109; UO-31: 91

Results for Cc1cc(C)n2nc(N)nc2n1 ?
SN12C: 109; U251: 104; PC-3: 104; TK-10: 109; SF-539: 98; DU-145: 106; SF-295: 94; 786-0: 111; UO-31: 94

What do the screens show for `CCOC(=O)/C(C#N)=C\Nc1ccc2ncnc(Nc3ccc(Cl)cc3)c2c1`?
SN12C: 87; U251: 85; PC-3: 61; TK-10: 51; SF-539: 103; DU-145: 49; SF-295: 74; 786-0: 83; UO-31: 43

What do the screens show for `C=CCn1c(SCC(=O)c2ccccc2)nnc1-c1ccc(OC)cc1`?
SN12C: 99; U251: 100; PC-3: 100; TK-10: 103; SF-539: 97; DU-145: 100; SF-295: 99; 786-0: 101; UO-31: 91

What do the screens show for `CCN(CC)c1ccc(N=Cc2ccc(N(C)C)cc2)cc1`?
SN12C: 102; U251: 102; PC-3: 85; TK-10: 130; SF-539: 98; DU-145: 103; SF-295: 99; 786-0: 101; UO-31: 82

What do the screens show for `Fc1ccc(-c2nc(Nc3ccc(-c4nc5ccccc5[nH]4)cc3)nc(N3CCOCC3)n2)cc1`?
SN12C: -79*; U251: -93*; PC-3: -93*; TK-10: -94*; SF-539: -93*; DU-145: -94*; SF-295: -94*; 786-0: -95*; UO-31: -88*

What do the screens show for `O=[N+]([O-])c1ccccc1CSc1nnc(-c2ccncc2)o1`?
SN12C: 91; U251: 96; PC-3: 86; TK-10: 99; SF-539: 97; DU-145: 103; SF-295: 108; 786-0: 103; UO-31: 64

What do the screens show for `CSc1ncnc2c1ncn2CO`?
SN12C: 117; U251: 116; PC-3: 97; TK-10: 126; SF-539: 115; SF-295: 110; 786-0: 110; UO-31: 90

What do the screens show for `O=C(Nc1ncc(Cc2cc(C(F)(F)F)ccc2Cl)s1)c1cccs1`?
SN12C: 71; U251: 42; PC-3: 50; TK-10: 72; SF-539: 80; DU-145: 73; SF-295: 41; 786-0: 80; UO-31: 59

How did COc1ccc(C2CC(c3ccc(OC)c(OC)c3)=NN2C(=O)c2cc(OC)c(OC)c(OC)c2)c(OC)c1 (stereo not drawn) do in these assays?
SN12C: 91; U251: 81; PC-3: 64; TK-10: 88; SF-539: 64; DU-145: 101; SF-295: 31; 786-0: 67; UO-31: 42

Results for COc1cccc(-c2nc3sccn3c2-c2ccnc(NCCCNS(=O)(=O)c3cccc(F)c3)c2)c1 ?
SN12C: 29; PC-3: 14; TK-10: 61; SF-539: 70; DU-145: 32; SF-295: 9.6*; 786-0: 53; UO-31: 11

What do the screens show for `ONc1ccc(-c2cnc(Cc3ccc4c(c3)OCO4)o2)cc1`?
SN12C: 136; U251: 104; PC-3: 109; TK-10: 106; SF-539: 77; DU-145: 82; SF-295: 110; 786-0: 95; UO-31: 65

How did C=C1CC[C@@H]2[C@]3(C)COC(c4ccccn4)O[C@@H]3CC[C@@]2(C)[C@@H]1CC(O)C1=CCOC1=O (stereo partly drawn) do in these assays?
SN12C: 98; U251: 94; PC-3: 97; TK-10: 114; SF-539: 97; DU-145: 101; SF-295: 109; 786-0: 114; UO-31: 99

Results for Cc1cc(-c2cc(C)nc(N)n2)nc(N)n1 ?
SN12C: 100; U251: 112; PC-3: 95; TK-10: 83; SF-539: 95; DU-145: 108; SF-295: 98; 786-0: 99

Results for C=C(C)[C@@H]1C/C=C(/C=O)CC[C@@H]2O[C@@]2(C)CC/C=C(\C)CC1 ?
SN12C: 116; U251: 104; PC-3: 63; TK-10: 114; SF-539: 105; DU-145: 112; 786-0: 106; UO-31: 122

How did CCc1cc(C)cc(NC(=O)OC2CCCCC2C)c1 (stereo not drawn) do in these assays?
SN12C: 91; U251: 94; PC-3: 77; TK-10: 90; SF-539: 105; DU-145: 108; SF-295: 82; 786-0: 90; UO-31: 85

Results for CC(C)CSc1nc(NC2CC2)c(C#N)c(-c2ccccc2)n1 ?
SN12C: 79; U251: 44; PC-3: 98; TK-10: 88; SF-539: 51; DU-145: 96; SF-295: 60; 786-0: 13; UO-31: 71

Results for COc1ccc(/C(=N\NC(N)=S)c2ccc(Cl)cc2)cc1OC ?
SN12C: 29; U251: 22; PC-3: 36; TK-10: 83; SF-539: 14; DU-145: 38; SF-295: 13; 786-0: 42; UO-31: 34

By substructure, those above containing a Cl atom
Results for O=C1c2ccccc2C(=O)c2sc(Nc3ccc(Cl)cc3)nc21 ?
SN12C: -80*; U251: 4.3*; PC-3: 2.2*; TK-10: 174; SF-539: 2.2*; DU-145: -78*; SF-295: 98; 786-0: 61; UO-31: 22

Results for COc1cc(-c2nc(NC(C)=O)sc2-c2ccnc(NCCCNS(=O)(=O)c3ccc(Cl)cc3)n2)ccc1Cl ?
SN12C: 67; U251: 77; PC-3: 31; TK-10: 59; SF-539: 74; DU-145: 67; SF-295: 49; 786-0: 66; UO-31: 63

What do the screens show for `O=c1[nH]cnc2c1C(c1ccccc1Cl)c1ccc3ccccc3c1O2` (stereo not drawn)?
SN12C: 94; U251: 107; PC-3: 88; TK-10: 102; SF-539: 96; DU-145: 109; SF-295: 110; 786-0: 102; UO-31: 63

What do the screens show for `CCOC(=O)/C(C#N)=C\Nc1ccc2ncnc(Nc3ccc(Cl)cc3)c2c1`?
SN12C: 87; U251: 85; PC-3: 61; TK-10: 51; SF-539: 103; DU-145: 49; SF-295: 74; 786-0: 83; UO-31: 43

What do the screens show for `O=C(Nc1ncc(Cc2cc(C(F)(F)F)ccc2Cl)s1)c1cccs1`?
SN12C: 71; U251: 42; PC-3: 50; TK-10: 72; SF-539: 80; DU-145: 73; SF-295: 41; 786-0: 80; UO-31: 59

Results for COc1ccc(/C(=N\NC(N)=S)c2ccc(Cl)cc2)cc1OC ?
SN12C: 29; U251: 22; PC-3: 36; TK-10: 83; SF-539: 14; DU-145: 38; SF-295: 13; 786-0: 42; UO-31: 34

Compound activity from PubChem BioAssay.
